# Source: PubChem (Broad Institute)
# ROS inducer = raises reactive oxygen species in U2OS cancer cells; U2OS ROS induction, H2DCF-DA fluorescence; ROS induction (% of piperlongumine), % at 10 µM; actives 2% (n = 46,000); in the data active means ROS induction above about 79%, passing the limit was not always enough; inconclusive means no clear call, values can overlap the other calls;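 further: 0% = DMSO vehicle median and 100% = reference compound median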
# Active calls of the source: *; ? = inconclusive. Not all compounds are listed; rates above refer to the full screens.
item	SMILES	ROS inducer
1	C[C@@H]1CCCCO[C@@H](CN(C)Cc2ccc(Cl)c(Cl)c2)[C@@H](C)CN([C@H](C)CO)C(=O)c2cc(NC(=O)Nc3ccccc3)ccc2O1	27
2	O=C(CC1(O)C(=O)N(CCOc2ccccc2)c2ccccc21)c1ccc2c(c1)CCCC2 (stereo not drawn)	-4
3	COc1ccc(C(=O)CSc2nnc(-c3cc4ccccc4o3)n2C)cc1	-1
4	C[C@@H]1CN([C@H](C)CO)C(=O)Cc2cc(NC(=O)c3ccncc3)ccc2O[C@@H]1CN(C)Cc1ccncc1	7
5	CNC[C@@H]1Oc2ccc(NS(=O)(=O)c3ccc(OC)cc3)cc2CC(=O)N([C@H](C)CO)C[C@H]1C	-6
6	COc1ccc(CNC(=O)c2ccc(OC)cc2OC)cc1	-2
7	COc1ccc(NC(=O)Nc2ccc3c(c2)C(=O)N([C@H](C)CO)C[C@H](C)[C@@H](CN(C)C(=O)NC2CCCCC2)O3)cc1	-12
8	C[C@H]1CN([C@@H](C)CO)C(=O)c2cc(NC(=O)Cn3cnnn3)ccc2O[C@H]1CN(C)S(=O)(=O)c1ccccc1	-6
9	C[C@@H]1CN([C@@H](C)CO)C(=O)Cc2cc(NS(=O)(=O)c3cn(C)cn3)ccc2O[C@@H]1CN(C)Cc1ccc(Oc2ccccc2)cc1	21
10	O=c1c(-c2ccccc2)c(O)c2cccc3c4ccccc4n1c23	-6
11	CCN(CC(=O)Nc1ccc(I)cc1)S(=O)(=O)c1ccc(Cl)cc1	2
12	COC(=O)c1cccc(-n2c(CCC(=O)O)ccc2-c2ccccc2)c1	-16
13	CCc1ccc(N2C(=O)CC(Sc3ccccn3)C2=O)cc1 (stereo not drawn)	15
14	COc1ccc(OC)c(NC(=O)CN(c2cccc(Br)c2)S(C)(=O)=O)c1	24
15	COc1ccc(C(=O)N(Cc2nc(-c3ccc(Cl)cc3)no2)C(C)C)cc1[N+](=O)[O-]	6
16	C[C@H]1CN([C@@H](C)CO)C(=O)c2cc(NC(=O)CCC(F)(F)F)ccc2O[C@@H]1CN(C)C	-10
17	Cc1ccc(NC(=O)CSc2nnc(-c3ccc(C(C)(C)C)cc3)o2)c(C)c1	0
18	Cc1cc(NS(=O)(=O)c2ccc(NC(=O)NC3CCCCC3)cc2)no1	-8
19	C[C@H](CO)N1C[C@H](C)[C@H](CN(C)C(=O)Nc2ccc(F)cc2)Oc2ccc(NC(=O)Nc3ccc4c(c3)OCO4)cc2C1=O	18
20	Cc1c(C(=O)N2CCC3(CC2)OCCO3)sc2nc3n(c(=O)c12)CCCC3	-9
21	O=C(Nc1ccc(Cl)cc1Cl)NC(Cc1ccc(O)cc1)C(=O)O (stereo not drawn)	-14
22	C[C@H](CO)N1C[C@H](C)[C@H](CN(C)C(=O)Nc2ccccc2)Oc2ncc(-c3ccc(F)cc3)cc2C1=O	72
23	C[C@@H]1CN([C@H](C)CO)C(=O)Cc2cc(NC(=O)CCCN(C)C)ccc2O[C@H]1CN(C)S(=O)(=O)c1cccs1	-3
24	COC(=O)NCN1C(=O)C2C3C=CC(C3)C2C1=O (stereo not drawn)	-6
25	CC1CCN(C(=O)CN(c2ccc(Cl)c(C(F)(F)F)c2)S(=O)(=O)c2ccccc2)CC1	-7

# Exported with each value named: part of the list above
[14] COc1ccc(OC)c(NC(=O)CN(c2cccc(Br)c2)S(C)(=O)=O)c1
  ROS inducer: 24
[15] COc1ccc(C(=O)N(Cc2nc(-c3ccc(Cl)cc3)no2)C(C)C)cc1[N+](=O)[O-]
  ROS inducer: 6
[25] CC1CCN(C(=O)CN(c2ccc(Cl)c(C(F)(F)F)c2)S(=O)(=O)c2ccccc2)CC1
  ROS inducer: -7
[18] Cc1cc(NS(=O)(=O)c2ccc(NC(=O)NC3CCCCC3)cc2)no1
  ROS inducer: -8

# More structures:
item	SMILES	ROS inducer
26	Cc1noc(C)c1NC(=O)N(C)C[C@@H]1OCCCC[C@@H](C)Oc2ccc(NS(=O)(=O)c3c(C)noc3C)cc2C(=O)N([C@H](C)CO)C[C@@H]1C	2
27	COc1ccc(NC(=O)Nc2ccc3c(c2)C(=O)N([C@@H](C)CO)C[C@H](C)[C@@H](CN(C)S(=O)(=O)c2ccc(C)cc2)O3)cc1	-2
28	CCc1ccccc1Oc1coc2cc(OC(=O)c3ccccc3F)ccc2c1=O	30
29	COc1ccc(NC(=O)CN2CCN(C(=O)c3ccco3)CC2)cc1	-7
30	Cc1cc(C(=O)Nc2cccc3c2O[C@@H](CN(C)C(=O)NC(C)C)[C@H](C)CN([C@H](C)CO)C3=O)n(C)n1	-15
31	Cc1cc(C)cc(CC(C)CC(=O)Nc2ccccc2I)c1 (stereo not drawn)	-3
32	CC(C)NC(=O)Nc1ccc2c(c1)CC(=O)N([C@@H](C)CO)C[C@H](C)[C@@H](CN(C)S(=O)(=O)c1ccc(Cl)cc1)O2	9
33	Cc1ccc(S(=O)(=O)N(C)C[C@@H]2OCc3cn(nn3)CCCC(=O)N([C@H](C)CO)C[C@H]2C)cc1	-3
34	CNC[C@@H]1Oc2ccc(NS(=O)(=O)c3ccc(Cl)cc3)cc2C(=O)N([C@H](C)CO)C[C@H]1C	-10
35	C=C1C(=O)O[C@H]2[C@H]1C[C@H](OC(=O)/C(C)=C\C)/C(C)=C\CC[C@@]1(C)O[C@@H]21	139*
36	Cc1noc(C)c1NC(=O)N(C)C[C@@H]1Oc2ccc(NS(C)(=O)=O)cc2C(=O)N([C@@H](C)CO)C[C@H]1C	-2
37	C[C@H]1CN([C@@H](C)CO)C(=O)c2cc(NS(C)(=O)=O)ccc2O[C@@H]1CN(C)C	-12
38	O=C(Nc1ccc(NC(=O)c2ccccc2O)cc1)c1ccc(Cl)cc1	4
39	COc1ccc(C2c3ccsc3CCN2S(=O)(=O)c2ccc(Cl)cc2)cc1 (stereo not drawn)	4
40	O=C1CC(c2cccs2)CC(O)=C1C=NCCN1CCNCC1 (stereo not drawn)	-8
41	Cc1ccccc1S(=O)(=O)N(C)C[C@@H]1OCc2cn(nn2)CCCC(=O)N([C@@H](C)CO)C[C@H]1C	-8
42	CCOC(=O)c1ccc(NC(=S)NN2CCN(C)CC2)cc1	-12
43	C[C@H](CO)N1C[C@H](C)[C@H](CN(C)C(=O)Nc2ccc(F)cc2)Oc2ccc(NS(=O)(=O)c3cn(C)cn3)cc2CC1=O	-8
44	C=CC(C)(O)CC/C=C(\C)C(=O)OC1C(CO)OC(OC2OC=CC3(O)C(OC(=O)C4=COC(OC5OC(CO)C(O)C(O)C5O)C5C(C)CCC45)C4OC4(C)C23)C(O)C1O (stereo not drawn)	5
45	C[C@H]1CN([C@@H](C)CO)C(=O)c2cccc(NC(=O)c3ccc(-c4nccs4)cc3)c2O[C@@H]1CN(C)C(=O)Nc1cccc2ccccc12	-3
46	Cc1ccc(-c2nnc(SCC(=O)Nc3cccc([N+](=O)[O-])c3)n2-c2ccccc2)cc1Cl	-8
47	CSC(=NC1CCCCC1)Nc1cc(-c2ccccc2)[nH]n1	-2
48	C[C@@H]1CN([C@@H](C)CO)C(=O)c2cc(NC(=O)NC3CCCCC3)ccc2O[C@H]1CN(C)Cc1ccc(-c2ccccc2)cc1	10
49	O=C(CSc1nc(N2CCCCC2)nc(N2CCCCC2)n1)Nc1ccc(Cl)cc1	-19
50	C[C@@H]1CN([C@@H](C)CO)C(=O)c2cc(NC(=O)Nc3ccc(C(F)(F)F)cc3)ccc2O[C@H]1CN(C)S(=O)(=O)c1ccc(Cl)cc1	16

item	SMILES	ROS inducer
51	C[C@H]1CN([C@@H](C)CO)C(=O)Cc2cc(NC(=O)CCN3CCOCC3)ccc2O[C@H]1CN(C)S(=O)(=O)c1cccs1	-14
52	Cc1noc(C)c1NC(=O)Nc1ccc2c(c1)C(=O)N([C@@H](C)CO)C[C@@H](C)[C@@H](CN(C)S(=O)(=O)c1c(C)noc1C)O2	2
53	O=C(O)C12C3CCC4C5C3C1C5(C(=O)O)C42 (stereo not drawn)	0
54	CC(C)NC(=O)N(C)C[C@H]1Oc2ccc(NC(=O)Nc3ccc(F)cc3)cc2CC(=O)N([C@@H](C)CO)C[C@@H]1C	18
55	C[C@@H]1CN([C@H](C)CO)C(=O)c2cc(NC(=O)c3ccncc3)ccc2O[C@H]1CN(C)S(=O)(=O)c1ccccc1	-8
56	COc1ccc(S(=O)(=O)NC(CC(=O)O)C(C)C)cc1 (stereo not drawn)	7
57	O=C(O)CCC(=O)Nc1ccc(S(=O)(=O)Nc2nccs2)cc1	-3
58	CCOC(=O)c1c(C)oc2ccc(OCC(=O)c3ccc(Cl)cc3)cc12	?
59	C[C@@H]1CN([C@H](C)CO)C(=O)c2cccc(NC(=O)c3ccno3)c2O[C@H]1CN(C)S(=O)(=O)c1cccs1	?
60	N#CC1=C(N)OC2=C(C(=O)CCC2)C12C(=O)N(CC(N)=O)c1ccccc12 (stereo not drawn)	-9
61	Cc1ccc(S(=O)(=O)CCSC2=CC(=O)CC(C)(C)S2)cc1	11
62	COc1ccc(S(=O)(=O)Nc2ccc3c(c2)C(=O)N([C@@H](C)CO)C[C@@H](C)[C@@H](CN(C)S(=O)(=O)c2ccc(Cl)cc2)O3)cc1	7
63	C[C@@H]1CN([C@H](C)CO)C(=O)c2cccc(NC(=O)Nc3ccc(F)cc3)c2O[C@H]1CN(C)Cc1ccc(-c2ccccc2)cc1	7
64	O=C1NCCN1CCNC(=S)Nc1ccc(OC(F)(F)F)cc1	-11
65	Cc1nc2n(c(=O)c1CCN1CCC(c3noc4cc(F)ccc34)CC1)CCCC2	-2
66	Cc1c(C(=O)NN2CCCCC2)nn(-c2ccc(Cl)cc2Cl)c1-c1ccc(I)cc1	-5
67	CC(C)NC(=O)Nc1cccc2c1O[C@@H](CN(C)S(=O)(=O)c1ccc(Cl)cc1)[C@H](C)CN([C@H](C)CO)C2=O	1
68	Oc1ccc(CCCc2ccc3c(c2)OCO3)c(O)c1	-6
69	C/C=C(/C)C(=O)O[C@H]1C[C@@](C)(O)C(=O)[C@@H](OC(=O)/C(C)=C\C)[C@@]2(C)CC[C@@](O)(C(C)C)[C@H]12	2
70	C[C@@H]1CN([C@@H](C)CO)C(=O)c2cc(NC(=O)C3CCCCC3)ccc2O[C@@H]1CN(C)Cc1ccc(C(F)(F)F)cc1	?
71	CCc1ccc(-n2c(C)nnc2SCC(=O)Nc2ccc(Cl)cc2Cl)cc1	0
72	C[C@@H]1CN([C@@H](C)CO)C(=O)CCCn2cc(nn2)CO[C@@H]1CN(C)S(=O)(=O)c1ccc(Cl)cc1	2
73	O=C(CNCCO)Nc1sc2c(c1C(=O)Nc1ccc(Br)cc1)CCC2	21
74	O=c1c2ccccc2nc(-c2cccs2)n1NCc1ccccc1F	15
75	CC(C)c1nnc(NC(=O)/C=C/c2ccc3c(c2)OCO3)s1	-10

# 3 compounds out of the list, ordered by molar mass, lowest first:
item	SMILES	ROS inducer
65	Cc1nc2n(c(=O)c1CCN1CCC(c3noc4cc(F)ccc34)CC1)CCCC2	-2
67	CC(C)NC(=O)Nc1cccc2c1O[C@@H](CN(C)S(=O)(=O)c1ccc(Cl)cc1)[C@H](C)CN([C@H](C)CO)C2=O	1
63	C[C@@H]1CN([C@H](C)CO)C(=O)c2cccc(NC(=O)Nc3ccc(F)cc3)c2O[C@H]1CN(C)Cc1ccc(-c2ccccc2)cc1	7

# Remaining list, next part
item	SMILES	ROS inducer
76	C[C@H]1CN([C@@H](C)CO)C(=O)c2cccc(NC(=O)Nc3ccc4c(c3)OCO4)c2O[C@H]1CN(C)Cc1ccccc1	8
77	C[C@@H]1CN([C@@H](C)CO)C(=O)c2cc(NC(=O)Nc3ccc4c(c3)OCO4)ccc2O[C@@H]1CN(C)Cc1ccccc1	-10
78	COc1cccc(CN(C)C[C@H]2OCc3cnnn3CCCC(=O)N([C@@H](C)CO)C[C@H]2C)c1	125*
79	COc1cccc(CN(C)C[C@@H]2OCc3cnnn3CCCC(=O)N([C@@H](C)CO)C[C@@H]2C)c1	-3
80	O=C(COc1ccccc1)Nc1ncn[nH]1	-2
81	COc1ccc(S(=O)(=O)N(C)C[C@@H]2Oc3c(NC(=O)c4ccncc4)cccc3C(=O)N([C@H](C)CO)C[C@H]2C)cc1	-9
82	C[C@H](CO)N1C[C@H](C)[C@H](CN(C)Cc2ccc(Oc3ccccc3)cc2)Oc2ccc(NC(=O)NC3CCCCC3)cc2C1=O	-1
83	C[C@H]1CN([C@@H](C)CO)C(=O)c2cccc(NS(=O)(=O)c3cn(C)cn3)c2O[C@H]1CN(C)Cc1ccncc1	-4
84	Cc1cc(C)c(C)c(Cn2c(CCCO)nc3ccccc32)c1C	18
85	O=C(SCc1cccs1)c1csc(C2COc3ccccc3O2)n1 (stereo not drawn)	9
86	C=CCN(CC=C)C(=O)c1cccs1	-14
87	Cc1noc(C)c1NC(=O)N(C)C[C@@H]1Oc2c(NC(=O)Nc3ccc(C(F)(F)F)cc3)cccc2C(=O)N([C@H](C)CO)C[C@@H]1C	-4
88	O=C(Nc1ccc(N2CCC(C(F)(F)F)CC2)nc1)c1ccc(OC(F)(F)F)cc1	-2
89	C[C@@H]1CN([C@@H](C)CO)C(=O)c2cc(NC(=O)CCCCCC(=O)Nc3ccccc3N)ccc2O[C@H]1CN(C)S(=O)(=O)c1cccs1	34
90	O=C(O)CSc1ccc(Br)c2cccc(C(=O)O)c12	37
91	Cc1ccc(Oc2ncccc2NC(=O)CSc2ccccn2)c2c1CCC2	1
92	CCCCOC(=O)c1ccc(O)cc1	-12
93	C=CC(C)(O)CC[C@H]1C(=C)CCC2[C@](C)(C(=O)O)CCC[C@@]21C (stereo partly drawn)	1
94	Cc1cc2nn(-c3ccc(F)cc3)nc2cc1NC(=S)NC(=O)COc1ccccc1	-3
95	Cc1noc(C)c1NC(=O)N(C)C[C@@H]1Oc2ccc(NS(=O)(=O)c3ccc(Cl)cc3)cc2C(=O)N([C@@H](C)CO)C[C@@H]1C	-9
96	Cc1nn(Cc2ccccc2)c(C)c1CCC(=O)O	-4
